# BLM inh: qHTS Assay for Inhibitors of Bloom's syndrome helicase (BLM). recombinant BLM DNA unwinding, fluorescence dequenching. 0.2% of 350,000 active. Potency, µM (highest dose often 56.1 µM), without a hit: at the highest dose activity change, negative = inhibition, actives largely listed as inhibitors. RecQ-like DNA helicase BLM (Homo sapiens), P54132. AID 2528, 2010;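 note: plate controls were vehicle for no effect and no enzyme for full effect; nearly all actives have a fitted effect of over 35% in size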
# GLS inh: qHTS for Inhibitors of Glutaminase (GLS); Glutaminase kidney isoform, mitochondrial (Homo sapiens), O94925; GLS enzymatic activity, qHTS titration; Potency, µM (top dose mostly 45.5 µM), for inactives: at the top dose activity change, negative = inhibition, most hits filed as inhibitors; 0.21% of 410,000 active; note: % is set by controls: 0 for no effect and ±100 for the full control effect
#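 hKGA in 45 mM KH2PO4 (pH 8.2), 0.02% Tween-20 with compound, then 1mM L-Glutamine (stock as added) plus glutamate oxidase/HRP/Amplex red coupling mix. Fluorescence read initially and after 30 min at RT; signal change reflects glutamate formation.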
# BAZ2B block: qHTS Assay for Inhibitors of BAZ2B. AID 504333, 2011. Bromodomain adjacent to zinc finger domain protein 2B (Homo sapiens), Q9UIF8. 4.4% of 360,000 active. AlphaScreen BAZ2B-H3K14Ac peptide displacement. Potency, µM (highest dose often 114 µM), for the others: at the top dose activity change, negative = inhibition, most hits filed as inhibitors; note: % is set by controls: 0 for no effect and ±100 for the full control effect; nearly all actives have a fitted effect of over 60% in size
#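 BAZ2B 50 nM plus b-H3(5-23)K14Ac 50 nM, PBS pH 7.4/0.01% Tween-20, 30 min RT; compound added (max 110 uM), 30 min RT; streptavidin donor/Ni-chelate acceptor beads 10 ug/mL final, 20 min dark; AlphaScreen read.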
# Pol iota inh: qHTS for Inhibitors of Polymerase Iota. DNA polymerase iota (Homo sapiens), Q9UNA4. Pol iota fluorescent replication assay, 10 min. Potency, µM (titrated, usually from 115 µM), for inactives: at the top dose activity, negative = inhibition, most hits filed as inhibitors. 1% of 390,000 active. AID 588590, 2011
#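 Fluorescent replication assay read twice, at 0 min and 10 min after adding 50 nM (final) substrate. Enzyme (10 nM) and compounds were first incubated 15 min at room temperature; enzyme-free buffer wells were negative controls.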
# Pin1 inh: qHTS Assay to Find Inhibitors of Pin1; Peptidyl-prolyl cis-trans isomerase NIMA-interacting 1 (Homo sapiens), Q13526; Pin1 FP peptide displacement, HiFluor488, 10 min; Potency, µM (titrated, usually from 115 µM), for the others: top-dose activity, negative = inhibition, actives largely listed as inhibitors; 0.009% of 390,000 active; AID 504891, 2011; active = well fitted inhibition curve with a large enough effect in the polarisation, with a control signal flat, not every such curve was filed as active; inconclusive = small, poorly fitted or top-dose-only effect, or effect the other way, or a change in a side signal; inactive = no such curve, though single readings can be large or run the other way; the % refers to the polarisation; note: % is set by controls: 0 for no effect and ±100 for the full control effect
# PGK inhibitor: qHTS Assay to Find Inhibitors of Phosphoglycerate Kinase. Phosphoglycerate kinase, glycosomal (Trypanosoma brucei brucei), P07378. PGK/GAPDH coupled, Kinase-Glo luminescence, 60 min. Potency, µM (highest dose often 57.5 µM), inactives show at the highest dose activity change, negative = inhibition, most hits filed as inhibitors. 0.043% of 380,000 active. AID 602233, 2012; note: % is set by controls: 0 for no effect and ±100 for the full control effect; nearly all actives have a fitted effect of over 60% in size
#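 Luminescent ATP detection (Kinase-Glo Plus) follows a 60-minute room-temperature incubation, with wells lacking PGK as controls. Buffer: 100 mM TEA (pH 7.6), 5 mM MgCl2, 0.01% Tween-20. Coupling enzyme GAPDH (100 nM final) supplies unstable 1,3-BPG in-well.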
# G9a block: qHTS Assay for Inhibitors of Histone Lysine Methyltransferase G9a; G9a H3K9 monomethylation, AlphaScreen, 2 h; AID 504332, 2011; 8.8% of 350,000 active; Histone-lysine N-methyltransferase EHMT2 (Homo sapiens), Q96KQ7; Potency, µM (series often up to 102 µM), for inactives: at the highest dose activity, negative = inhibition, hits mostly inhibitors; note: % is set by controls: 0 for no effect and ±100 for the full control effect; nearly all actives have a fitted effect of over 75% in size
#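 Step 1: enzyme (final 20 nM) with compound, 15 min RT. Step 2: substrate peptide 500 nM and SAM 20 uM, 2 h RT. Step 3: anti-H3K9me1 antibody and AlphaScreen beads, 10 min, then plate read.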
# HP1b binding inh: HTS for Inhibitors of HP1-beta Chromodomain Interactions with Methylated Histone Tails; AID 540317, 2011; AlphaScreen HP1-beta / biotin-H3K9me3 peptide binding; Potency, µM (highest dose often 114 µM), inactives show top-dose activity change, negative = inhibition, usual class: inhibitors; 0.56% of 390,000 active; Chromobox protein homolog 1 (Homo sapiens), P83916; note: nearly all actives have a fitted effect of over 70% in size; inactives centre near 23
#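 HP1-beta protein (50 nM final) preincubated 30 min at room temperature with biotinylated H3(1-18)K9me3 peptide (50 nM) in PBS pH 7.4, 0.01% Tween-20, then compound added for 30 min. AlphaScreen streptavidin donor/nickel chelate acceptor beads (10 ug/mL final), 30 min dark, luminescence read.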
# JMJD2A Tudor: qHTS Assay for Inhibitors of JMJD2A-Tudor Domain | Lysine-specific demethylase 4A (Homo sapiens), O75164 | AID 504339, 2011 | 4.4% of 390,000 active | AlphaScreen JMJD2A-Tudor / H3K4me3 peptide binding | Potency, µM (doses to about 114 µM), without a hit: top-dose activity change, negative = inhibition, usual class: inhibitors; note: % is set by controls: 0 for no effect and ±100 for the full control effect; nearly all actives have a fitted effect of over 50% in size
# Starred values were filed as active, the others as inactive; i = inactive; ? = inconclusive; · = no result given; [ ] = remark or other dose. Unless noted, calls come from the whole dose curve; as a rule, active = well fitted curve in the direction sought with a large enough effect; inconclusive = small, poorly fitted or top-dose-only effect, or another doubt; inactive = no such curve, though single readings can be large; an effect the other way counts as inactive or inconclusive. Potency is the fitted concentration of half-maximal effect.
SMILES,BLM inh,GLS inh,BAZ2B block,Pol iota inh,Pin1 inh,PGK inhibitor,G9a block,HP1b binding inh,JMJD2A Tudor
CCCCC(=O)Nc1ccc(NC(=O)CC)cc1OC,4%,-1%,21%,16%,-2%,-5%,?,54%[activator],-8%[57.1 µM]
O=C(CC(=O)N/N=C\c1ccccc1)NCCc1ccccc1,-3%,0%,0%,15%,0%,-4%,17%,0%,?
COc1ccc(CN2CCN(C(=O)c3ccco3)CC2)c(OC)c1OC,·,0%,·,18%,-5%,8%,·,?,25µM*
O=C(CNC(=O)Cc1cccc2ccccc12)NCc1ccccc1F,-1%,12%,16%,34%[activator],-1%,-7%,-6%,-9%,-19%
CCOC(=O)C1CNc2cc(S(=O)(=O)CC)ccc2O1 (stereo not given),-3%,-18%,-10%,71%[activator],-6%,0%,1%,20%,-5%
CCCN=Cc1sc2ccc(OCC)cc2c1O,-2%,-21%,·,8%,2%,6%,?,-8%,-33%
O=C(NCC1CCCO1)c1ccc(CS(=O)(=O)Cc2ccc(F)cc2)o1 (stereo not given),-2%,3%,1%,0%,0%,-7%,8%,11%,-7%
CCN(CC)c1nn2c(=O)c(C(=O)NCc3ccc(F)cc3)cnc2s1,0%,-12%,-11%,26%,-7%,-10%,3%[59 µM],25%,-11%
NNC(=O)c1cnn(-c2ccccc2)c1-n1cccc1,-5%,-20%,-11%,101%[activator],-3%,i,-22%,47%[activator],-9%
COc1cc(S(=O)(=O)Nc2ccc(C)cc2)ccc1NC(=O)c1ccncc1,-13%,10%,-7%,13%,-3%,-9%,27%[59 µM],12%,7%
CCOC(=O)N1CCN(C(=O)c2ccc(N3CC4CC(C3)c3cccc(=O)n3C4)c(NC(=O)c3ccc(F)cc3)c2)CC1 (stereo not given),1%,0%,-1%,45%[activator],-8%,i,5%,26%,-4%
COc1ccc(NC(=O)CNS(=O)(=O)c2ccc3nc(C)sc3c2)c(OC)c1,1%,6%,-22%,3%,0%,-4%,6%,16%,-20%
CCOc1cc(C2NC(=O)NC(O)(C(F)(F)F)C2C(=O)c2ccc(Cl)cc2)ccc1O (stereo not given),1%,16%,12%,13%,0%,-10%,24%,9%,-17%
CCc1ccc(OC)c(-c2csc(N)n2)c1,-3%,-4%,-29%,88%[activator],2%,1%,?,-14%,-25%
COc1cc(C(=O)OCC(=O)N(CC(C)C)C2CCS(=O)(=O)C2)ccc1OCC(C)C (stereo not given),·,-3%,-7%,9%,-1%,0%,-32%,13%,-17%
O=C(Nc1cccc(Cl)c1)N(Cc1nc2ccccc2c(=O)[nH]1)C1CCCC1,-1%,14%,-2%,4%,3%,3%,51%[activator][59 µM],34%[activator],-14%
COc1ccc(C2C(C(=O)N3CCN(c4ccccc4F)CC3)c3ccccc3C(=O)N2C)cc1 (stereo not given),-2%,1%,6%,?,3%,-7%,3%[12.7 µM],22%,-14%
CC(C)C(=O)Nc1ccc(S(=O)(=O)Nc2ccccn2)cc1,-9%,7%,16%,14%,-7%,i,-8%,23%,-22%
Cc1ccccc1NC(=O)c1cccc(S(=O)(=O)Nc2cccc(C(=O)O)c2)c1,7%,4%,12%,129%[activator],-5%,-8%,·,20%,-13%
COc1ccc(OC)c(-c2cc(C(=O)N3CCOCC3)no2)c1,-1%,10%,6%,49%[activator],1%,-4%,14%,-12%,-20%
Cc1c(-c2ccc(F)cc2)[n+](=O)c(-c2ccc(F)cc2)c(C)n1[O-],1%,-11%,4%,9%,7%,-9%,2%,24%,-9%
Cc1cc(C)c(S(=O)(=O)N2CCCCC2CCNC(=O)C(=O)NCCN2CCOCC2)c(C)c1 (stereo not given),·,2%,8%,25%,-1%,3%,-4%,30%,-6%
CC(=O)c1sc(NC(=O)CN2C(=O)CCC2=O)nc1C,·,1%,·,19%,2%,-4%,·,47%[activator],11%
CC(=O)c1c(C)n(-c2ccccc2)c2ccc(OCC(N)=O)cc12,-1%,-24%,-14%,73%[activator],-1%,-1%,9%,20%,-15%
O=[N+]([O-])c1c(NCCO)cc(N2CCCCC2)c2nonc12,-1%,7%,-10%,58%[activator],15%,-8%,-3%,23%,-2%
CC(NS(=O)(=O)c1ccc(Br)cc1)C(N)=O (stereo not given),0%,1%,-2%,18%,-9%,i,-3%[59 µM],6%,-10%
O=C(CSCC(=O)OCC(=O)c1ccc(Br)cc1)Nc1ccc(Br)cc1,-1%,0%,0%[57.1 µM],-13%,40%[activator],-9%,25%,23%,-10%
Cn1cccc1C(=O)N/N=C/c1c(Cl)cccc1Cl,-1%,-1%,-20%,170%[activator],-1%,-9%,9%,3%,-6%
CCCCC(=O)NC1(C(F)(F)F)C(=O)Nc2c1c(=O)[nH]c(=O)n2-c1ccc(C)c(C)c1 (stereo not given),0%,0%,-3%,-12%,0%,i,-43%[59 µM],9%,-15%
COc1cccc(OC)c1C(=O)Nc1ccnn1C,-4%,-2%,-5%,-1%,6%,·,10%[2.33 µM],48%[activator],1%

# Three records drawn at random from the list so far:
SMILES,BLM inh,GLS inh,BAZ2B block,Pol iota inh,Pin1 inh,PGK inhibitor,G9a block,HP1b binding inh,JMJD2A Tudor
Cc1cc(C)c(S(=O)(=O)N2CCCCC2CCNC(=O)C(=O)NCCN2CCOCC2)c(C)c1 (stereo not given),·,2%,8%,25%,-1%,3%,-4%,30%,-6%
O=[N+]([O-])c1c(NCCO)cc(N2CCCCC2)c2nonc12,-1%,7%,-10%,58%[activator],15%,-8%,-3%,23%,-2%
O=C(CSCC(=O)OCC(=O)c1ccc(Br)cc1)Nc1ccc(Br)cc1,-1%,0%,0%[57.1 µM],-13%,40%[activator],-9%,25%,23%,-10%

# Remaining list, next part:
SMILES,BLM inh,GLS inh,BAZ2B block,Pol iota inh,Pin1 inh,PGK inhibitor,G9a block,HP1b binding inh,JMJD2A Tudor
O=C(NCCN1CCN(c2ccccc2)CC1)C1(S(=O)(=O)c2ccc(Cl)cc2)CC1,3%,12%,-36%,20%,-1%,-7%,?,5%,-32%
COc1ccc(N(CC(=O)Nc2ccc(S(=O)(=O)N3CCCC3)cc2)S(C)(=O)=O)cc1OC,-3%,0%,-2%,102%[activator],5%,-5%,?,7%,-25%
COc1ccc(CCNC(=O)CCc2c(C)c3cc4c(C)coc4cc3oc2=O)cc1,5%,-1%,-2%,-11%,44%[activator],i,-6%[59 µM],22%,-12%
COc1ccc(Oc2nc3c(c(=O)n(C)c(=O)n3C)n2Cc2ccccc2Cl)cc1,-5%,4%,-8%,?,?,7%,3%[59 µM],24%,-8%
CCOc1ccc(-n2ccnc(SCC(=O)Nc3ccc(CC)cc3)c2=O)cc1,·,4%,-32%,99%[activator],-5%,-10%,-44%,32%,-10%
CNC(=S)N1CCC(Cc2ccccc2)CC1,-4%,10%,-24%,21%,4%,-7%,26%,41%[activator],-19%
COc1cccc(CCNC(=O)C2CCC(=O)N(Cc3cccc(OC)c3)C2)c1 (stereo not given),-1%,-2%,-10%,35%[activator],-6%,-1%,12%,23%,3%
COc1ccc(/C=C/C(=O)c2c(C)cc(C)[nH]c2=O)c2ccccc12,0%,5%,-8%,-3%,?,-5%,?,9%,-26%
CCOC(=O)Cn1nnc(-c2cc(OC)c(OC)c(OC)c2)n1,1%,-7%,2%,82%[activator],2%,-2%,1%,32%,-29%
COc1ccc(C(=O)Cn2c3ccccc3n3nc(CCC(=O)O)c(=O)nc23)cc1OC,0%,1%,1%,-11%[58.9 µM],0%,-1%,8%,23%,-13%
COc1ccc(NC(=O)CCCS(=O)(=O)c2nc(-c3ccc(OC)c(OC)c3)cc(C(F)(F)F)n2)cc1OC,2%,-2%,-4%,?,?,-1%,16µM*,37%,-14%
Cc1ccc(SCC2=NN(c3nc(C)cc(C)n3)C(=O)C2)cc1,-4%,0%,2%,60%[activator],22%,-2%,24%[59 µM],10%,-27%
Cc1ccc(C)c(NS(=O)(=O)c2cc(C(=O)NCC3CCCO3)ccc2C)c1 (stereo not given),0%,4%,-34%,17%,-3%,-4%,·,42%,-10%
O=C(Nc1ccc(Cl)cc1Cl)c1cc(S(=O)(=O)N2CCC3(CC2)OCCO3)ccc1F,-9%,-5%,10%,-7%,13%,-6%,-4%[59 µM],36%[activator],-19%
CCOc1ccc(C(=O)Nc2ccccc2C#N)cc1[N+](=O)[O-],4%,-8%,1%,6%,0%,-9%,7%,26%,-4%
CC1(C)N=C(c2ccc(Cl)cc2Cl)C(=O)N1,1%,4%,4%,3%[58.9 µM],4%,5%,-16%,20%,-4%
CCOc1ccccc1N1C(=O)c2ccc(C(=O)Nc3cccnc3)cc2C1=O,-5%,4%,0%,?,2%,-2%,-1%[59 µM],7%,-32%
CCCCCC(=O)Nc1nc(C)c(-c2csc(Nc3ccc(Cl)cc3)n2)s1,-2%,-1%,?,28%,21%,-8%,41%[0.501 µM],-22%,?
O=C(COC(=O)c1ccc2c(c1)OCO2)Nc1cccc(F)c1,·,-2%,25%,16%,-4%,-3%,5%[59 µM],43%[activator],-6%
CCOc1ncccc1C(=O)OCc1cn2cc(Cl)ccc2n1,2%,-4%,-26%,12%,-9%,-1%,-12%,70%[activator],-9%[57.1 µM]
CN(CCc1ccccc1)C(=O)c1ccc(NC(=O)Cc2ccc(NC(=O)C3CCN(C(=O)CCc4ccccc4)CC3)cc2)cc1,·,-5%,·,20%,?,-5%,·,25%,-17%

# Source: PubChem BioAssay

# This is a subset; rates above refer to the full screens.
